High-throughput results from PubChem.
GC-A act – GC-A stimulated cGMP production enhancers – HEK293 GC-A cells, cGMP TR-FRET, EC30 ANP, primary screen. 0% at EC30 ANP, 100% saturating ANP. activation, % at 10 µM. hit rate 0.14% among 370,000. AID 1671463, 2021; in the data active = activation above about 40%
Target sequence (P16066 whole entry, looked up): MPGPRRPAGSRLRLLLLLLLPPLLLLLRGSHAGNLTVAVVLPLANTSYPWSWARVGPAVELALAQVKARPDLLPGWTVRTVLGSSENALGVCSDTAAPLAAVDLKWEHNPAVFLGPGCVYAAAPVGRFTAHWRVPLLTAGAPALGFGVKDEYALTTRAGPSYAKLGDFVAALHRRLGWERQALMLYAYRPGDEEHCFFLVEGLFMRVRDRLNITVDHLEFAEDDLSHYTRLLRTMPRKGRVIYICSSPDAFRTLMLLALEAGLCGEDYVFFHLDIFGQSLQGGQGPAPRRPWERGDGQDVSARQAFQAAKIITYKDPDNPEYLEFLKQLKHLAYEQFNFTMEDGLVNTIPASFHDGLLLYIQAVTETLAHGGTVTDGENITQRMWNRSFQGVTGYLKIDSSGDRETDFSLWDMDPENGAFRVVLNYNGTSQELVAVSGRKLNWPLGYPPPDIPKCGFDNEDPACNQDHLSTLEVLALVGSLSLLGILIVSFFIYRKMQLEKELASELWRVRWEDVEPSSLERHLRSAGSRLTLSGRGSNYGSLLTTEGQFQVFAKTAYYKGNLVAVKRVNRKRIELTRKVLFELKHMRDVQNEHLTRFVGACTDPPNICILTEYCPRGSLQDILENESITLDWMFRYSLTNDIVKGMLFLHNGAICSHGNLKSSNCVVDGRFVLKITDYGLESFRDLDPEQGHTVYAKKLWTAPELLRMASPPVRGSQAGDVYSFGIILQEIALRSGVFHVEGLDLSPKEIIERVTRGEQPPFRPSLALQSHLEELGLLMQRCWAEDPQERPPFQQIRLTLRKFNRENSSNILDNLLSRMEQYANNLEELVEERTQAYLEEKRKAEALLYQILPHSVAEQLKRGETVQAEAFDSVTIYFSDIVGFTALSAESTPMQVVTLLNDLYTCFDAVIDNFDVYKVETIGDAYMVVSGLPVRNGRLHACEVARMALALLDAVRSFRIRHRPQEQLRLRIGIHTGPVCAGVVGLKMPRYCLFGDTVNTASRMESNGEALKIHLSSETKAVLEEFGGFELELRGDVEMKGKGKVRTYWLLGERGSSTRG
ssDAF-12 act – S. stercoralis DAF-12 nuclear receptor activators, primary screen, cell-based, luminescence, HEK293, GRIP1 co-expression, lit1-tk-luc. Nuclear hormone receptor DAF-12 (Strongyloides stercoralis). HEK293 ssDAF-12/GRIP1 lit1-tk-luc reporter; % of 3 µM dafachronic acid response. activation, % at 6.8 µM. hit rate 1% among 370,000;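 active = activation above the mean over all tested compounds plus 3 SD, cut at about 0.9% in these data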;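 also: 0% = DMSO-only wells and 100% = 3 µM delta7-dafachronic acid wells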
GAA850 FXN act – FXN promoter activators, primary screen, cell-based, luciferase luminescence, HEK293 lucGAA850; HEK293 lucGAA850 FXN promoter luciferase reporter, 24 h; percent of 10 µM SAHA response; activation, % at 6 µM; hit rate 0.56% among 360,000; AID 540364, 2011;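 active = activation above the average of all compounds screened plus 3 SD, cutoff fixed separately per campaign, cut at about 7.5% in these data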;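 also: 0% = DMSO wells and 100% = 10 µM SAHA wells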
DAX1 inh-1 – DAX1 (NR0B1) inhibitors, primary screen, cell-based, HEK293, Gal4-DAX1, luciferase luminescence; Nuclear receptor subfamily 0 group B member 1 (Homo sapiens), P51843; HEK293 Gal4-DAX1 luciferase reporter; inhibition, % at 6.75 µM; hit rate 0.99% among 340,000; AID 504766, 2011;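 active = inhibition above the mean over all tested compounds plus 3 SD, cut at about 4.2% in these data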;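 also: 0% = DAX1-transfected cells with DMSO and 100% = empty-vector control cells with DMSO; inhibition shows as a rise in luminescence from relieved DAX1 repression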
DAX1 inh-2 – DAX1 (NR0B1) inhibitors on StAR promoter, primary screen, cell-based, luminescence, SF-1 (NR5A1), full-length DAX-1; HEK293T StAR-luciferase reporter, SF-1/DAX-1 repression relief; inhibition, % at 6.8 µM; hit rate 1.1% among 370,000; AID 652010, 2013;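 active = inhibition above the mean over all tested compounds plus 3 SD, cut at about 3.6% in these data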;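 also: 0% = DAX-1 cells with DMSO and 100% = cells lacking DAX-1 with DMSO; higher inhibition means more luminescence from relief of DAX-1 repression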
hgDAF-12 ag – H. glycines DAF-12 receptor agonists, primary screen, cell-based, luminescence, HEK293, GAL4 fusion, UAS-luciferase; hit rate 1.8% among 370,000; AID 687014, 2013; HEK293 GAL4-hgDAF12 UAS-luciferase reporter, agonist luminescence; normalized to butyrate control; activation, % at 6.8 µM; Nuclear hormone receptor DAF-12 (Heterodera glycines), GAL4 fusion;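 active = activation above a cutoff set at the mean of all screened compounds plus 3 SD, cut at about 10% in these data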;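 also: 0% = DMSO wells and 100% = sodium butyrate wells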
NPR2 activator – human GC-B receptor activators, primary screen, HEK293 GC-B cells, cGMP TR-FRET, EC30 CNP | 0% at EC30 CNP, 100% saturating CNP | AID 1920062, 2024 | hit rate 0.11% among 370,000 | activation, % at 10 µM | Atrial natriuretic peptide receptor 2 (Homo sapiens), P20594;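 active = activation at 10 µM reaching about 35% in either raw or pattern-adjusted values, limit read from the data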
KLK7 zymogen act – proKLK7 zymogen activators, primary screen, biochemical, fluorescence intensity | Kallikrein-7 (Homo sapiens), P49862 | purified proKLK7, EDANS-DABCYL substrate fluorescence; 100% is mature enzyme control, 0% vehicle | activation, % at 7 µM | hit rate 0.9% among 370,000 | AID 652039, 2013;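 active = activation above the mean of all tested compounds plus 3 SD, computed per campaign excluding outliers beyond control limits, cut at about 13% in these data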
SMARCA2 act – SMARCA2 (BRM) function activators, primary screen, cell-based, luminescence, high throughput; MG213 cells, MMTV-luciferase reporter, dexamethasone, overnight; activation, % at 9.1 µM; hit rate 1% among 370,000; AID 652017, 2013; in the data active = activation above about 7.8%;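 also: 0% = vehicle wells and 100% = reference activator wells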
sPLA2-III inh – human group III sPLA2 inhibitors, primary screen, biochemical, QFRET, BODIPY PC-A2 liposome substrate; inhibition, % at 12.2 µM; QFRET BODIPY PC-A2 liposome hydrolysis, fluorescence; Group 3 secretory phospholipase A2 (Homo sapiens), Q9NZ20; hit rate 0.56% among 370,000;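 active = inhibition above mean plus 3 SD of compounds lying within the high and low control bounds, cut at about 19% in these data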;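 also: 0% = median of test compound wells and 100% = no enzyme DMSO wells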
hcDAF12 agonist – H. contortus DAF-12 nuclear receptor activators, primary screen, cell-based, luminescence, HEK293, lit1-tk-luc reporter | HEK293 hcDAF-12 lit1-tk-luc reporter; 0% DMSO, 100% Δ7-dafachronic acid | activation, % at 6.8 µM | hit rate 1.4% among 370,000 | AID 652067, 2013;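 active = activation above the mean of all tested compounds plus 3 SD, cut at about 5.5% in these data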;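 also: 100% = response to 3 µM Δ7-dafachronic acid high control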
The depositor's hits bear a star; x = no result given; & = joins results of further samples.

Molecule,GC-A act,sPLA2-III inh,ssDAF-12 act,hgDAF-12 ag,DAX1 inh-1,SMARCA2 act,DAX1 inh-2,hcDAF12 agonist,KLK7 zymogen act,NPR2 activator,GAA850 FXN act
CCN(CC(=O)NCc1cccs1)CC(=O)Nc1ccc(C(N)=O)cc1,0,-7,-0.8,2.5,0.3,-1,1.9,-0.3,-0.4,2,0.5
CCC(=O)Nc1ccc(C(=O)NNC(=O)c2cccs2)cc1,1,-2,-0.2,0.5,0.5,-3,0.8,-1.5,0.1,3,-1.9
Cc1ccc(NS(=O)(=O)c2c(C(=O)N3CCOCC3)c(C)n(C)c2C)cc1,1,3,-0.7,3.4,0.2,-3,-0.3,1.2,0.3,3,0.2
CCC(=O)N(C)CCc1cc2c(c(OC)c1/C=N/NC(=O)c1ccncc1)OCO2,-1,2,-1.4,1.5,4.2*,-3,-0.2,-0.5,0.1,-1,-0.3
Cc1ccc(-n2nc3c(=O)n(C(C)C(=O)NC4CC4)nc(C)c3c2C)cc1 (stereo not given),-2,1,-0.5,0.7,-0.2,0,-1.0,-0.3,0.6,2,0.8
Cc1ccc(NC(=O)C2CCN(S(=O)(=O)c3ccc4c(c3)C(C)(C)C(=O)N4C)CC2)c(C)c1,-2,1,-1.5,0.2,-1.1,-2,-0.4,-0.8,0.2,2,1.1
CCC(OC(=O)C(NC(=O)c1ccccc1)c1ccccc1)C(=O)Nc1cc(C)on1 (stereo not given),-1,-1,-0.9,0.0,0.5,0,-0.4,-1.1,-0.8,-2,0.4
ON1C(c2ccccc2C(F)(F)F)N(O)[C@H]2CCCC[C@H]21 (stereo not given in full),5,-2,-1.5,-1.1,-0.9,0,-0.2,-2.1,-0.1,4,-0.1
CCCCC(=O)N/N=C(C)/C=C/c1ccccc1F,6,5,-1.1,-1.8,-0.6,1,1.6,-1.1,-0.4,2,-1.5
O=C(Nc1ccc(F)cc1)C1CCN(C(=O)c2ccc(F)cc2)CC1,4,0,-1.1,-1.2,0.1,-1,-0.2,-1.3,0.3,-2,0.6
COc1cc(F)c(C2=CC(=O)C[C@H](c3ccc(Cl)cc3)C2)cc1F,1,-9,-1.3,-0.1,1.4,-2,0.2,-1.1,-0.7,6,2.0
CCOc1cc(C(=O)Nc2ccon2)cc(OCC)c1OCC,-1,1,-1.6,3.0,0.6,0,-0.8,0.6,0.0,0,-2.7
CCOc1ccccc1-n1c(=S)sc2c(=O)n(-c3ccc(F)cc3)c(SCC(=O)O)nc21,0,-6,-0.9,2.8,-0.3,-1,-0.1,0.3,0.2,-3,0.7
Cc1cc(C)c(C)c(S(=O)(=O)NCc2ccc(C(=O)N3CCCCC3)cc2)c1C,-7,-19,-1.1,-1.4,-1.0,-3,-0.2,-2.0,-0.2,-1,-3.0
CCN(C)C1CN(Cc2cn(Cc3cccc(C(F)(F)F)c3)nn2)S(=O)(=O)C1 (stereo not given),4,7,-0.9,-0.8,x,-5,-0.6,0.8,-0.1,0,x
Cc1cc(C(=O)CSc2nnnn2-c2ccccc2)c(C)n1CC1CCCO1 (stereo not given),-2,6,-0.4,8.6,1.2,4,0.7,1.5,-0.6,-7,4.0
NC(=O)c1ncn([C@@H]2O[C@H](C(=O)N3CCN(CC(=O)Nc4ccccn4)CC3)[C@@H](O)[C@H]2O)n1,2,10,-1.2,-6.0,x,-4,-0.9,-1.1,0.8,3,x
Cc1cnc(C(=O)NC(C)CCc2ccccc2)cn1 (stereo not given),4,8,-1.5,3.8,0.2,-4,0.6,0.1,0.3,0,-1.4
O=C(Nc1ccc2c(c1)OCCO2)c1oc2ccccc2c1NC(=O)C1CC1,3,-2,-1.9,-2.4,-1.1,0,0.9,-1.0,0.4,-4,4.5
COCCn1c(SCC(=O)N(C)c2ccccc2)nc2c([nH]c3ccccc32)c1=O,0,-2,0.1,4.6,0.8,-2,-0.2,3.8,0.0,2,-2.4
CCOC(=O)N1CCC(Nc2c(NCCCN(CC)Cc3ccccc3)c(=O)c2=O)CC1,-3&-4,-4&-1,-1.2&-1.5,-3.3&0.7,-1.1&-0.4,-3&1,-0.1&-0.1,1.0&-0.8,-0.3&-0.1,2&-3,-1.2&0.6
COC(=O)C1=C(NC(=O)c2ccccc2C)CCS1,2,-25,-1.7,-1.3,-0.5,3,-0.4,-1.0,0.9,-3,1.2
O=C(Nc1ccc2c(c1)OCCO2)N1CCN(c2ccccc2)CC1,4,10,-1.6,-4.1,-1.4,0,-1.1,-2.8,-0.9,0,1.1
Cc1cc(OCC(O)CN2CCc3ccccc3C2)cc(C(C)C)c1 (stereo not given),-6,-1,0.2,-0.6,-0.8,-1,0.0,-0.2,-0.2,1,0.3
N#CCC[C@@H]1CC[C@]2(CCCN(S(=O)(=O)C3CCCCC3)C2)O1,1,6,-1.1,0.9,x,-4,0.0,-0.4,-0.4,-4,x
Cn1c(=N)n(CC(=O)C(C)(C)C)c2ccccc21,2,16,-1.1,2.4,0.0,3,0.2,0.2,-0.4,1,2.0
COC(=O)c1cnn(-c2ccc(Cl)cc2)c1/C=N/NC(N)=S,5,25*,-2.3,-6.7,-5.9,-8,-1.4,-3.0,0.1,8,-3.3
O=C(O)C(Cc1c[nH]c2ccccc12)NS(=O)(=O)c1ccc(Cl)c(C(F)(F)F)c1 (stereo not given),2,-103,0.0,-0.2,1.3,0,0.3,4.6,-0.2,2,2.4
Clc1ccc(NCn2cncn2)nc1,3,5,-1.4,-0.2,-0.3,0,-0.4,-0.5,0.1,4,-0.6
CCCC(=O)Nc1ccc(C(=O)NNC(=O)c2ccco2)cc1,4,1,-0.6,-2.5,-0.4,0,-0.1,-1.3,-0.2,0,-1.0
CC1CCCC(NC(=O)C2CCC(CNc3c(N4CCCC4)c(=O)c3=O)CC2)C1C (stereo not given),0,2,-1.5,2.0,1.0,-1,0.6,-2.3,-0.3,-2,0.2
COCc1ccc(CN2CCCC(CO)(Cc3cccc(OC)c3)C2)o1 (stereo not given),2,-5,-1.5,1.0,2.8,-1,-0.6,-1.1,0.4,2,-0.2
O=C1C=C(c2ccccc2)CO1,-1,-3,-1.1,4.9,0.5,-3,-1.5,-0.4,-0.1,5,-0.4
Cc1cccc(C(=O)NNC(=O)CCC(=O)Nc2cccc(Cl)c2C)c1,1,2,-1.2,-0.6,-1.2,-2,0.1,-0.4,0.3,0,0.1
CCOC(=O)C1(Cc2cccc(Cl)c2)CCCN(C(=O)c2ccc(C)nc2)C1 (stereo not given),-1,-2,-1.4,-1.2,-0.8,2,0.0,-1.7,0.0,1,1.1
COc1ccc(C(CNC(=O)COc2ccc(Cl)cc2C)N2CCCCC2)cc1 (stereo not given),-21,1,-1.2,0.4,0.5,-2,0.3,0.7,0.3,-8,-1.4
CN(Cc1ccccc1)C(=O)COc1ccc2ccccc2c1,-4,-7,-0.9,0.3,x,2,1.3,0.2,0.0,-5,0.7
CCOC(=O)c1cc(-c2ccc(OC)cc2)n(CCC(=O)NCCN2CCC(C)CC2)c1C,-1,0,-1.9,1.1,0.0,1,0.0,-1.4,-0.6,-1,17*
COc1cc(/C=C/C(=O)O)cc(S(=O)(=O)Nc2cc(Cl)c(Cl)cc2Cl)c1OC,0,-26,0.3,-1.4,0.2,-2,0.1,-0.3,-0.4,5,-0.3
Cc1nn(Cc2cccc(F)c2)c(C)c1NC(=O)c1c(Cl)cnn1C,-1,6,-1.9,-3.6,-0.9,-4,-0.2,-1.0,-1.0,5,2.4
CCc1ccccc1Nc1nc(N)nc(COC(=O)c2cccn2C)n1,-3,-9,-1.6,-4.2,0.1,0,2.6,-2.0,-0.2,-3,-5.5
CCCCN1CNC(=S)N(c2cc(C)ccc2C)C1,1,7,-0.8,0.2,-1.5,-2,-0.6,0.4,-0.1,-1,-2.4
Nn1c(SCC(=O)N2CCN(S(=O)(=O)c3ccccc3)CC2)nnc1-c1cccs1,9,3,-1.3,-1.1,0.7,0,-0.5,-1.2,-0.1,2,0.8
Cn1c(COc2ccccc2Br)nc2ccccc21,-9,-7,0.8,9.6,6.0*,5,1.6,4.4,0.1,-10,6.3

Marked active in sPLA2-III inh, of those listed so far:
mol	GC-A act	sPLA2-III inh	ssDAF-12 act	DAX1 inh-1	SMARCA2 act	DAX1 inh-2	hcDAF12 agonist	KLK7 zymogen act	NPR2 activator	GAA850 FXN act
COC(=O)c1cnn(-c2ccc(Cl)cc2)c1/C=N/NC(N)=S	5	25*	-2.3	-5.9	-8	-1.4	-3.0	0.1	8	-3.3
